JMJD2E inh = inhibitors of human JMJD2E histone demethylase. Potency, µM (highest dose often 57.1 µM), without a hit: top-dose activity change, negative = inhibition, usual class: inhibitors. AID 2147. actives 1.6% (n = 230,000). JMJD2E catalytic domain, FDH-coupled NADH fluorescence (FDH is formaldehyde dehydrogenase). B2RXH2; active = well fitted inhibition curve with a large enough effect, not every such curve was filed as active; inconclusive = small, poorly fitted or top-dose-only effect, or another doubt; inactive = no such curve, though single readings can be large or run the other way;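 note: 0% = wells with enzyme and -100% = buffer wells without enzyme; nearly all actives have a fitted effect of over 50% in size; many of its hits are not listed in these tables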
Target sequence (B2RXH2 1-337 limits assumed): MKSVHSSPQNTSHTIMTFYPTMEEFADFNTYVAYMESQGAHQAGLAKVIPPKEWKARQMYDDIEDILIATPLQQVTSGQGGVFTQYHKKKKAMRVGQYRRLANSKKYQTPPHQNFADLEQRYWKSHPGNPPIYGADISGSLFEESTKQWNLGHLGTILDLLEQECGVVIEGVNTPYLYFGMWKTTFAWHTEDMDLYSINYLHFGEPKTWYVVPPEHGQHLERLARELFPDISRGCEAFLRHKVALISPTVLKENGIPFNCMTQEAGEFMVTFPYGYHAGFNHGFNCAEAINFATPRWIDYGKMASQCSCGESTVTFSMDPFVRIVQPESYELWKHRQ
Tau fluor cs = counter-screen for tau fibril formation inhibitors; tau K18 P301L Alexa594 fluorescence, heparin fibrillization; Potency, µM (highest dose often 57.7 µM), for the others: at the top dose activity change, negative = decrease; actives 0.93% (n = 280,000); AID 1463; note: % is set by controls: 0 for no effect and ±100 for the full control effect; nearly all actives have a fitted effect of over 55% in size
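Human K18 P301L tau (15 uM unlabeled plus 0.24 uM Alexa 594-labeled, final) in 100 mM sodium acetate pH 7 was mixed with compound and 20 uM heparin and incubated 6 hr at 37 C.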
SMN2 splice enh = enhancers of SMN2 splice variant expression; HEK293 SMN2-luciferase splicing reporter, luminescence, 30-36 h; Potency, µM (doses to about 46.1 µM), without a hit: at the top dose activity change, positive = activation, most hits filed as activators; actives 2.8% (n = 210,000); note: % of control where 0% means no effect; nearly all actives have a fitted effect of over 55% in size
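qHTS luciferase splicing reporter: luminescence rises when SMN2 exon 7 is included in transfected HEK293 cells. Compound exposure lasted 30-36 h at 37C, with 4.5 mM final sodium butyrate as control, followed by a ONE-Glo read.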
Tau FP inhib = blocks human tau fibril formation measured by polarization. P10636. K18 P301L tau heparin fibrillization, Alexa594 FP, 6 h. actives 0.39% (n = 280,000). Potency, µM (doses to about 57.7 µM), without a hit: at the highest dose activity, negative = inhibition, usual class: inhibitors; note: % is set by controls: 0 for no effect and ±100 for the full control effect; nearly all actives have a fitted effect of over 55% in size
Target sequence (P10636 561-689 P618L limits assumed): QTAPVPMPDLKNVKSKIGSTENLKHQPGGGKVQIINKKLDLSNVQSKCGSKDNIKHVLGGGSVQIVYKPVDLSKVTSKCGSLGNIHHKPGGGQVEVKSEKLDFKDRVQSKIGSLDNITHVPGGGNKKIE
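Human tau K18 […] P301L fragment, 15 uM unlabeled plus 0.24 uM Alexa 594-labeled tau (final), with compound and 20 uM heparin in 100 mM sodium acetate pH 7; 6 hr at 37 C, then Alexa 594 FP read.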
HTT cytoprotect = Huntington cell model cytoprotection by ATP luminescence; PC12 HTT-Q103 induced, cytoprotection, ATP luminescence, 40 h; Potency, µM (highest dose often 56.4 µM), without a hit: cytoprotection (ATP increase), hits mostly activators; actives 0.14% (n = 230,000); AID 1471;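 note: % of control where 0% means no effect; nearly all actives have a fitted effect of over 45% in size; toxic huntingtin expression switched on by the ecdysone agonist tebufenozide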
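Rat PC12, Q103 Htt exon1-GFP fusion, ecdysone promoter; tebufenozide inducer 100 nM final; compound titration; qHTS, 1500 cells/well; ATPlite luminescent read.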
Tau ThT inhib = inhibitors of human tau fibril formation, thioflavin T binding; P10636; recombinant tau K18 P301L, heparin-induced fibrillization, ThT fluorescence; Potency, µM (top dose mostly 57.4 µM), without a hit: at the top dose activity, negative = inhibition, usual class: inhibitors; actives 2.1% (n = 270,000); note: % is set by controls: 0 for no effect and ±100 for the full control effect; nearly all actives have a fitted effect of over 55% in size
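Fibril formation assay: tau K18 P301L at 15 uM with trace Alexa 594 label, heparin inducer 20 uM, pH 7 sodium acetate buffer, 37 C for 6 hr; endpoint ThT signal.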
ALDH1A1 inh = blocks purified human ALDH1A1 activity; P00352; Purified ALDH1A1, NADH fluorescence, propionaldehyde substrate; Potency, µM (highest dose often 75.3 µM), for inactives: at the highest dose activity, negative = inhibition, usual class: inhibitors; actives 7.3% (n = 220,000); active = well fitted inhibition curve with a large enough effect, not every such curve was filed as active; inconclusive = small, poorly fitted or top-dose-only effect, or another doubt; inactive = no such curve, though single readings can be large or run the other way;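 note: plate controls were no enzyme wells and a reference inhibitor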
Target sequence (P00352 whole entry, looked up): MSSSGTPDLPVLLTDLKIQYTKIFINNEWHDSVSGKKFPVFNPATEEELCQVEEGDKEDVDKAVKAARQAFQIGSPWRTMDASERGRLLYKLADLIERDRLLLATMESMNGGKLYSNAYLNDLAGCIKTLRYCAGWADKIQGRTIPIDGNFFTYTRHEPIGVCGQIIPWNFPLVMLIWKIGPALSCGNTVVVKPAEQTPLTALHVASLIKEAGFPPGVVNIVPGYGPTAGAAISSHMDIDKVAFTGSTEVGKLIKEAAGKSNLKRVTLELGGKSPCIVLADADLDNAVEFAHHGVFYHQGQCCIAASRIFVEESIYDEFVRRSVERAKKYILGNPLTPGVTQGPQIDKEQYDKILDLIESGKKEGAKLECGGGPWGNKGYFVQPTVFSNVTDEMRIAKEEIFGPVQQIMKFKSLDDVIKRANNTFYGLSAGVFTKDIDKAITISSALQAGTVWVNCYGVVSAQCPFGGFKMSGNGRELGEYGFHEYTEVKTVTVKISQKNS
HTT aggregate = reduces HttQ103-GFP aggregates in PC12 cells; Potency, µM (titrated, usually from 46.1 µM), for inactives: at the top dose activity change, negative = inhibition, actives largely listed as inhibitors; actives 1.1% (n = 220,000); PC12 HttQ103-GFP aggregates, Acumen cytometry, 40 h; note: % is set by controls: 0 for no effect and ±100 for the full control effect; nearly all actives have a fitted effect of over 60% in size
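PC12 cells with ecdysone-inducible HTT exon1 Q103-GFP, induced by 100 nM tebufenozide, given compounds in a concentration series. GFP aggregates (1–25 um, 6 SD above background) counted in lysates by laser-scanning cytometry, 488 nm excitation.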
Numbers without * were called inactive; ? = inconclusive; · = not tested or not shown; & = joins results of further samples; [ ] = remark or other dose. Unless noted, calls come from the whole dose curve; as a rule, active = well fitted curve in the direction sought with a large enough effect; inconclusive = small, poorly fitted or top-dose-only effect, or another doubt; inactive = no such curve, though single readings can be large; an effect the other way counts as inactive or inconclusive. Potency is the fitted concentration of half-maximal effect.

SMILES | JMJD2E inh | Tau fluor cs | SMN2 splice enh | Tau FP inhib | HTT cytoprotect | Tau ThT inhib | ALDH1A1 inh | HTT aggregate
O=C(O)c1ccc(CN(c2ccccn2)S(=O)(=O)c2ccccc2)cc1 | ? | 3% | -5% | 10% | 6% | -8% | ? | 1%
Cc1ccnc(SCC(=O)N2CCCc3ccccc32)n1 | 8% | -14% | · | -9% | 2%[10 µM] | -9% | -5% | -13%[9.22 µM]
COc1ccc(N2C(=O)CCC2(C#N)c2ccc(Br)cc2)cc1 (stereo not given) | 4% | -14% | -4% | 1% | 17% | -13% | 3% | 1%[1.84 µM]
CCCn1nc(C(=O)OCn2nnc3ccccc3c2=O)c2ccccc2c1=O | 0% | 10% | -14% | -2% | -9%[10 µM] | ? | -13% | 18%
CCOC(=O)c1csc(NC(=O)c2ccc(S(=O)(=O)N(C)C)cc2)n1 | ? | -6% | -30%[inhibitor] | -8% | -14%[10 µM] | 0% | ? | -5%
O=C(C1CCCN1S(=O)(=O)c1ccc(Cl)c(Cl)c1)N1CCOCC1 (stereo not given) | 8% | -7% | -13% | -4% | -6% | -14% | 3% | 4%
O=C(COC(=O)/C=C/c1ccc(Cl)cc1)Nc1ccc2c(c1)OCCO2 | -20% | -18% | 7% | ? | -7%[10 µM] | 8% | 4% | -3%
CCOC(=O)CCCCC(=O)NC(CO)C(=O)NC (stereo not given) | 7% | 1% | 13% | 11% | 11%[1.9 µM] | 3% | 3% | 7%
NC(=O)C1CCN(C(=O)N2c3ccccc3Sc3ccccc32)CC1 | 4% | -13% | -36%[inhibitor] | 1% | 3% | -5% | ? | 6%
CCOc1ccc(Oc2c(/C=N/NC(C)=O)c(C)nn2-c2ccccc2)cc1 | 0% | -12% | 8% | -1% | 12%[10 µM] | -4% | -9% | 3%
CCN1CCc2nc3ccccc3c(C(=O)Nc3ccc(NC(C)=O)cc3)c2C1 | 5% | -22% | · | 0% | 15%[10 µM] | ? | 13% | 2%[9.22 µM]
CCOc1ccc(OCC)c(NC(=O)CCn2cccc2)c1 | 2% | -11% | -16% | 1% | -11% | -13% | -10% | ?
CCOC(=O)c1nn(-c2ccccc2F)c(C)c1C(C)=O | 4% | 2% | 6% | -1% | -8% | -5% | 1% | -15%
Cc1ccc(C)c(NC(=O)CSc2nnc(CCNC(=O)OC(C)(C)C)o2)c1 | 4% | -19% | 27% | -5% | -17% | -12% | ? | -11%
Cc1ccc(-c2cc(C(=O)O)n[nH]2)o1 | 0% | 2% | -10% | 3% | 2% | 4% | 10% | -11%
COc1ccc(NC(=O)Nc2cc(-c3cn4cccnc4n3)ccc2C)cc1 | · | -12% | 6% | 6% | · | ? | · | ·
O=C(Cn1cncn1)N/N=C/c1ccc(Cl)cc1 | 11% | -10% | -5% | -4% | · | -4% | 2% | 10%
CC(=O)NC(Cc1cc(C)ccc1C)C(=O)N1CCN(C(=O)c2ccc(Br)cc2)CC1 (stereo not given) | 4% | 2% | -1% | 2% | · | -3% | 3% | ·
CCOC(=O)C1CCC2(CC1)C(C#N)=C(N)Oc1n[nH]c(C)c12 (stereo not given) | 0% | 1% | 20% | -5% | 23%[10 µM] | -8% | -17% | -15%
Cc1ccc(C(C)C)c(OCC(=O)Nc2cccc(NC(=O)c3ccco3)c2)c1 | · | ? | -18% | ? | · | ? | · | ·
N#Cc1c(NC(=O)C2CCCO2)sc2c1CCCCCC2 (stereo not given) | 6% | -23% | -5% | 1% | · | -16% | 14µM* | -2%
CC(=O)Nc1ccc(NC(=S)Nc2ccccc2)cc1 | -1% | 5% | -7% | 0% | 5%[10 µM] | -3% | 0% | -9%
CCc1cccc(C)c1NC(=S)NCc1ccccc1 | 1% | -8% | ? | -1% | 2%[10 µM] | -4% | ? | 26%
CC(=O)Nc1sc2c(c1C(c1cccs1)N1CCOCC1)CCCC2 (stereo not given) | 3% | -11% | -11% | 3% | -4% | -11% | -5% | -10%
Cc1c(N2C(=O)/C(=C\c3ccccc3O)SC2=S)c(=O)n(-c2ccccc2)n1C | 1% | -26% | · | ? | -11%[10 µM] | 32µM* | · | 17%[9.22 µM]
COc1ccc(-c2c(C)sc(NC(=O)c3ccnn3C)c2C#N)cc1 | ? | 5% | -81%[inhibitor] | 1% | · | 1% | -5% | ?
O=C(CN1CCOc2ccccc21)NCc1ccc(F)cc1 | 2% | 1% | 3% | 7% | -5% | -2% | 0% | -9%
CS(=O)(=O)N1CCc2cc(C(=O)Nc3ccc(S(N)(=O)=O)cc3)ccc21 | · | -1% | 7% | 3% | · | 2% | · | ·
COc1ccccc1CN1C[C@@H]2C[C@@H](c3cccc(O)c3)N3CCC[C@@]23C1=O | 0% | -2% | · | -4% | -15%[10 µM] | -4% | 4% | -12%[9.22 µM]
CCn1c(Cc2ccccc2)nnc1SCC(=O)NC(C)(C)C | 1% | 6% | -3% | 3% | -11% | 1% | -2% | 19%
COC(=O)C(CC(C)C)NC(=O)CSc1nc(-c2ccccc2)c(C#N)c(=O)[nH]1 (stereo not given) | 1% | 3% | -22% | 1% | 11% | -4% | ? | -14%
Cc1cc(C)c(S(=O)(=O)N2CCN(CCO)CC2)c(C)c1 | -1% | -10% | -11% | -7% | -27% | -7% | 21% | -12%
Nc1nc(SCc2ccccc2)[nH]c(=O)c1-c1ccccc1 | -21% | -3% | 13µM* | 5% | -3% | -9% | 14µM* | ?
Cc1nn(-c2ccccc2)c(Cl)c1/C=N/Nc1nc2ccccc2[nH]1 | 4% | -14% | · | 4% | -31%[10 µM] | ? | 21% | -14%
O=c1[nH]c2ccccc2nc1/C=C(\O)C(F)F | -6% | -13% | -30% | -4% | · | -8% | -9% | -17%
CC(=O)NCC(=O)N[C@H](CCC(=O)O)C(=O)O | -7% | -1%&-8% | -12% | -6%&-2% | ? | 11%&-7% | 7%&1% | ·
Cc1ccc(C2CC(=O)C=C(Nc3ccc(Cl)cc3)C2)cc1 (stereo not given) | -12% | -2% | -3% | -8% | 0%[10 µM] | -5% | -3% | -15%
CCN(CC)S(=O)(=O)c1cccc(NC(=O)COc2ncnc3sccc23)c1 | 0% | -16% | -38%[inhibitor] | -3% | -28% | -3% | 2% | -17%
CC1=CC2=NC(=O)/C(=C\c3cccn3CCOc3cc(C)cc(C)c3)C(=N)N2O1 | -6% | ? | 18% | -13% | 15%[10 µM] | ? | 0% | -4%
CCN1CCN(c2ccc(NC(=O)c3ccc(F)cc3)cc2Cl)CC1 | 5% | -17% | 7% | 9% | -26% | 3% | 4% | -13%

Full records, looked up by structure. Order of values: JMJD2E inh | Tau fluor cs | SMN2 splice enh | Tau FP inhib | HTT cytoprotect | Tau ThT inhib | ALDH1A1 inh | HTT aggregate
Shown for Cc1nn(-c2ccccc2)c(Cl)c1/C=N/Nc1nc2ccccc2[nH]1 : 4% | -14% | · | 4% | -31%[10 µM] | ? | 21% | -14%
Shown for Cc1cc(C)c(S(=O)(=O)N2CCN(CCO)CC2)c(C)c1 : -1% | -10% | -11% | -7% | -27% | -7% | 21% | -12%
Shown for CC(=O)NCC(=O)N[C@H](CCC(=O)O)C(=O)O : -7% | -1%&-8% | -12% | -6%&-2% | ? | 11%&-7% | 7%&1% | ·
Shown for CC1=CC2=NC(=O)/C(=C\c3cccn3CCOc3cc(C)cc(C)c3)C(=N)N2O1 : -6% | ? | 18% | -13% | 15%[10 µM] | ? | 0% | -4%
Shown for O=c1[nH]c2ccccc2nc1/C=C(\O)C(F)F : -6% | -13% | -30% | -4% | · | -8% | -9% | -17%

Further results:
SMILES | JMJD2E inh | Tau fluor cs | SMN2 splice enh | Tau FP inhib | HTT cytoprotect | Tau ThT inhib | ALDH1A1 inh | HTT aggregate
COc1ccc(OCCOC(=O)Nc2ccccc2)cc1 | -24% | -11% | · | 0% | 5% | -12% | 10% | -6%
COc1cc(-c2nc3cnccc3n2C)cc(OC)c1OC | -6% | 4% | 8% | 2% | -4% | 2% | 13% | 11%
C=CCn1c(-c2cnn(-c3ccccc3)c2N)n[nH]c1=S | 0% | -6% | · | 0% | 11%[10 µM] | -6% | · | 18%[9.22 µM]
O=C(O)CC1S/C(=N/N=C/c2ccc(-c3ccc(Cl)cc3[N+](=O)[O-])o2)NC1=O (stereo not given) | ? | ? | -6% | 1.6µM* | -12% | 1µM* | 22µM* | 7%
O=C(Cn1cc2c(n1)CCCC2)NCCc1ccccc1 | 4% | 3% | 23% | 6% | 13%[10 µM] | -6% | 2% | -18%
c1ccc(Cn2nnc3c(NCC4CCCO4)ncnc32)cc1 (stereo not given) | 2% | 5% | 3% | -1% | -24%[10 µM] | 4% | ? | -16%
COCCn1c(-c2ccc(OC)cc2)cnc1SCC(=O)Nc1cccc2ccccc12 | 20% | -13% | -9% | 13% | 6%[10 µM] | -17% | ? | -4%
Cc1oc2ccc(O)cc2c1C(=O)c1ccc([N+](=O)[O-])cc1 | 9% | -25% | -17% | 13% | 9%[10 µM] | -13% | 5% | ?

High-throughput results: PubChem BioAssay, National Center for Advancing Translational Sciences (NCATS)

A portion of the library, so the mix of outcomes need not match the whole.
